Assay outcomes (PubChem)
Shiga toxin inh: inhibitors of Shiga toxin in Vero cells | Vero cells, Shiga toxin protein synthesis inhibition reporter | hit rate 9.2% among 290,000 | inhibition, % at 38.7 µM | AID 2315; in the data active = inhibition mostly above about 28%, no sharp cut-off; inactive = mostly below about 43%; also: 0% is about no effect
Pf growth 48h: P. falciparum growth inhibition at 48 hours (one generation). P. falciparum luciferase growth in erythrocytes, 48 h. Potency, µM (series often up to 28.7 µM), without a hit: top-dose activity change, negative = inhibition, actives largely listed as inhibitors. hit rate 5.9% among 310,000. AID 504832; also: potency is read from the fitted curve at half-maximal effect; % is scaled to controls: 0 for no effect and ±100 for the full control effect
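Read-out is firefly luciferase luminescence from an integrated reporter in P. falciparum, so falling signal marks reduced parasite growth. Infected erythrocytes were at 2% hematocrit and 0.1% parasitemia (final) in Albumax-supplemented RPMI 1640.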
TbPYK inhibitor: T. brucei pyruvate kinase inhibition | Q57TT1 | hit rate 0.12% among 410,000 | Potency, µM (doses to about 76.8 µM), without a hit: at the top dose activity, negative = inhibition, hits mostly inhibitors | TbPYK enzyme, Kinase-Glo Plus ATP luminescence, 45 min; also: potency is read from the fitted curve at half-maximal effect; % is scaled to controls: 0 for no effect and ±100 for the full control effect; nearly all actives have a fitted effect of over 50% in size
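Quantitative HTS: titrated library compounds versus trypanosomal pyruvate kinase in TEA buffer (pH 7.2) containing KCl, MgCl2, BSA and Tween-20. Reactions were initiated with ADP, 130 uM final. Kinase-Glo Plus luminescence was read after 45 min at RT.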
LmPK inhibitor: blocks Leishmania mexicana pyruvate kinase activity; purified LmPK, Kinase-Glo ATP luminescence, 1 h; Potency, µM (doses to about 57.5 µM), without a hit: at the top dose activity change, negative = inhibition, usual class: inhibitors; Q27686; AID 1721; hit rate 0.37% among 290,000; also: potency is read from the fitted curve at half-maximal effect; % is scaled to controls: 0 for no effect and ±100 for the full control effect
Target sequence (Q27686 whole entry, looked up): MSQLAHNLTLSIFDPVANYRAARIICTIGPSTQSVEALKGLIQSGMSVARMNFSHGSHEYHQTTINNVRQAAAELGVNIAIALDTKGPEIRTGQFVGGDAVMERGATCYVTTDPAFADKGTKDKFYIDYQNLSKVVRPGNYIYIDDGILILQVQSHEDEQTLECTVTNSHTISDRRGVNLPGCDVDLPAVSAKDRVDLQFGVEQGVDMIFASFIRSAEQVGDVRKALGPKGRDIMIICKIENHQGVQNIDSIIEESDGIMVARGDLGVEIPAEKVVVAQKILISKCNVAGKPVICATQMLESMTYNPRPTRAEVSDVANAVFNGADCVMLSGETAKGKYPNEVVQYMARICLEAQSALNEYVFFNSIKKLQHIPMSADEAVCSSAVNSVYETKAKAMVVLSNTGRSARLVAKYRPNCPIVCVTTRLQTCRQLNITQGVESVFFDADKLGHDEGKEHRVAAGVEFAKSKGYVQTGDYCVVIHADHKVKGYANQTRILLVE
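Purified LmPK (0.1 nM) converted ADP (0.1 mM) to ATP with PEP (0.5 mM) in imidazole buffer pH 7.2 with KCl and MgCl2, 1 h at room temperature. ATP was read by Kinase-Glo luminescence; data normalized to uninhibited and no-enzyme controls.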
Pf growth 96h: P. falciparum growth inhibition at 96 hours; hit rate 6.9% among 320,000; Potency, µM (titrated, usually from 28.7 µM), for inactives: top-dose activity change, negative = inhibition, usual class: inhibitors; P. falciparum luciferase reporter growth, 96 h; also: potency is read from the fitted curve at half-maximal effect; % is scaled to controls: 0 for no effect and ±100 for the full control effect
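Infected RBCs, 2% Hct / 0.05% parasitemia final; luciferase-reporter P. falciparum; cpd 96 h, 37 C, 5% CO2; luciferase detection reagent; luminescence.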
HCV inh: HCV inhibition. hit rate 3.4% among 340,000. Potency, µM (top dose mostly 41.8 µM), for inactives: at the highest dose activity change, negative = inhibition, actives largely listed as inhibitors. Huh7.5.1 HCVcc-Cre infection, luciferase reporter, 44 h; also: potency is read from the fitted curve at half-maximal effect; % is scaled to controls: 0 for no effect and ±100 for the full control effect
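1,000 cells/well; 4 h culture; + compound; + HCVcc-Cre (~0.5 moi); 44 h; luciferase substrate, RT 15 min; read 15 sec.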
CHX counter: counter-screen hit for Shiga toxin inhibitors, cycloheximide; hit rate 12% among 300,000; max response, %; cell reporter, cycloheximide protein synthesis inhibition counterscreen; in the data active = max response mostly above about 13%, no sharp cut-off; inactive = mostly below about 14%; also: read at 38.3 µM for the half of the compounds with a filed dose; 0% is about no effect
The depositor's hits bear a star; ? = inconclusive; nt = not tested or not shown; [ ] = another dose, or the depositor's remark. Unless noted, calls follow the shape of the dose curve; as a rule, active = well fitted curve in the direction sought with a large enough effect; inconclusive = small, poorly fitted or top-dose-only effect, or another doubt; inactive = no such curve, though single readings can be large; an effect the other way counts as inactive or inconclusive. The order is random, and some 24% of all compounds hit somewhere here.

SMILES	Shiga toxin inh	Pf growth 48h	TbPYK inhibitor	LmPK inhibitor	Pf growth 96h	HCV inh	CHX counter
COC(=O)c1ccc(COC(=O)CCS(=O)(=O)c2ccc(C)cc2)cc1	11	13%	6%	-1%	11%	18%	3
Cc1cc(-c2nnc(CCC(=O)NCc3cc(F)cc(C(F)(F)F)c3)o2)no1	32	-10%	5%	-4%	-23%	1%	25*
O=C(Nc1ccc(Nc2ccccc2)cc1)Nc1ccccc1Cl	97*	102%[activator]	-10%	-15%	105%[activator]	-25%	41*
Cc1ccccc1Nc1nnc(SCC2CCCCO2)s1 (configuration not stated)	15*	78%[activator]	-10%	?	-52%	1%	55*
O=c1ccc(Br)c[nH]1	-7	34%[activator]	-13%	-3%	?	5%	-2
O=C(NCc1ccco1)c1ccc(CN2CCOCC2)cc1	20	36%[activator]	0%	-1%	21%	14%	2
O=C(CN1C(=O)C2C3c4ccccc4C(c4ccccc43)C2C1=O)Nc1cccc(C(=O)O)c1 (configuration not stated)	-3	-8%	-3%	1%	-20%	32%[activator]	-3
Cc1ccc(C(=O)N/N=C/c2ccc([N+](=O)[O-])s2)cc1	-23	?	1%	3%	24%	2.8µM*	-3
Nc1ccc(SC(F)(F)F)cc1	-11	nt	-1%	1%	-21%	3%	-2
CC(=O)OCC1OC(OC(C)=O)C(NC(=O)Cc2ccccc2)C(OC(C)=O)C1OC(C)=O (configuration not stated)	3	-5%	4%	6%	4%	17%	-2
C=CCc1ccccc1OCC(O)CNC1CCCC1 (configuration not stated)	-14	?	8%	-10%	?	-11%	-4
Cc1cc(/C=C2\C(=O)NC(=O)N(c3ccccc3)C2=O)c(C)n1-c1ccc(C(=O)O)c(Cl)c1	-2	-5%	-13%	-4%	-4%	3%	1
O=C(COc1ccc(Cl)cc1)Nc1nnc(-c2ccco2)o1	-8	26%	-2%	3%	?	5%	-2
Cc1ccc(-n2c(C)cc(/C=C(\C#N)C(=O)NCC3CCCO3)c2C)cc1 (configuration not stated)	108*	?	5%	-3%	5.9µM*	-23%	50*
COc1cc(OC)cc(C(=O)OCC(=O)Nc2sccc2C(N)=O)c1	-3	-26%	-1%	0%	-2%	?	16*
COc1ccccc1OCC(=O)NNc1c2ccccc2nc2ccccc12	14	4.1µM*	3%	3%	2%	0.56µM*	5
c1ccc(CSc2nnc(-c3c[nH]c4ccccc34)o2)cc1	169*	42%[activator]	2%	11%	13%	-16%	48*
N#Cc1ccccc1S(=O)(=O)N1CCN(C(=O)[C@@H]2CCCN2C(=O)c2cccs2)CC1	nt	?	6%	nt	?	3%	nt
O=C(O)COc1ccccc1/C=N/NC(=O)Cc1ccccc1	nt	-10%	-6%	-2%	10µM*	11%	8
Cc1cccnc1NC(=O)C(C)Oc1ccccc1 (configuration not stated)	24	46%[activator]	-4%	1%	-12%	-13%	1
CC(=O)Nc1ccc(S(=O)(=O)N2CCN=C2c2ccccc2)cc1	-17	-19%	4%	-10%	15µM*	-3%	0
COc1cccc(C=Nc2ccccc2C#N)c1O	-2	-10%	-14%	14µM*	-6%	2%	-2
Cc1cc(Nc2ccc(Br)cc2)n2nc(C)nc2n1	-7	2.3µM*	-1%	2%	?	-12%	-2
Cc1cc(C)nc(SCc2ccccc2C#N)n1	-24	nt	-1%	-1%	103%[activator]	16%	-3
COc1ccc(C)cc1NC(=O)CNC(=O)c1sc2ccccc2c1Cl	nt	17%	5%	nt	77%[activator]	-26%	nt

(further entries)
SMILES	Shiga toxin inh	Pf growth 48h	TbPYK inhibitor	LmPK inhibitor	Pf growth 96h	HCV inh	CHX counter
COc1ccc(NC(=O)c2ccccc2)cc1NS(=O)(=O)c1ccc(F)cc1	12	3%	-10%	-1%	-19%	4%	1
CC1=CC(C)(C)NC(=S)N1c1ccc(C)c(C)c1	6	?	2%	1%	-27%	-14%	-5
CCCNc1cc(=O)n(C)c(=O)n1C	3	-2%	-2%	-3%	nt	-5%	-3
CCC(C)NC(=O)c1cnn2c1NC(c1cccs1)CC2C(F)(F)F (configuration not stated)	-16	-6%	0%	4%	3%	-1%	-4
Clc1cc2nc3ccccn3c2cc1Cl	68*	22%	-7%	-4%	81%[activator]	25µM*	20*
COc1ccc(C(=O)NC2CCCc3ccccc32)cc1[N+](=O)[O-] (configuration not stated)	-4	-13%	-12%	-5%	?	?	-1
CN(C)S(=O)(=O)c1cccc(NC(=O)Cc2ccc(Cl)cc2)c1	1	11%	2%	6%	-25%	4%	-3
COc1ccc(CNC(=O)CCS(=O)(=O)c2ccc3c(c2)NC(=O)CS3)cc1	-4	18%	3%	0%	15µM*	13%	-3
CCOc1ccc2ccccc2c1C(=O)N[C@@H]1C(=O)N2[C@@H]1SC(C)(C)[C@@H]2C(=O)O	-8	?	-15%	5%	-22%	?	-6
COc1ccc(N2C(=O)C3C(C2=O)C(C(=O)c2ccccc2)N2CCCC32)cc1 (configuration not stated)	19	0%	-24%	3%	?	-23%	2
CC(C)c1cc(=O)n2[nH]c(SCc3ccccc3)nc2n1	3	21%	8%	2%	26%	6%	1
CCCn1nnnc1SCC(=O)N1C(C)CCCC1C (configuration not stated)	-4	18%	-2%	-4%	-12%	4%	2
CN1CCC(N(C)CC(=O)Nc2ccc3c(c2)OC(F)(F)O3)CC1	14	-21%	30%	-14%	-1%	?	-1
CC1(C)CC(=O)c2c(O)cc(OCC(=O)Nc3ccc(S(N)(=O)=O)cc3)cc2O1	-7	-12%	4%	-1%	?	?	-2
Cc1ccc(S(=O)(=O)c2cc3c(=O)n4ccccc4nc3n(C3CCCCC3)c2=N)cc1	-19	10%	-5%	-8%	?	13µM*	6
CC(=O)Oc1cccc(/C=C2\C=C(c3ccc(C)cc3)OC2=O)c1	55	-1%	-24%	2%	1%	31%[activator]	17*
Cc1ccc2c(c1)sc1nc(=O)n(-c3ccccc3)c(=O)n12	93*	406%[activator]	-3%	-1%	139%[activator]	-11%	45*
O=C(CCCCn1c(=O)c2ccccc2n(CC(=O)NC2CCCC2)c1=O)NC1CCCC1	-3	?	0%	-4%	-4%	17%	2
Cc1ccc(-c2csc(NC(=O)COC(=O)c3cccc(S(=O)(=O)N4CCOCC4)c3)n2)cc1	131*	80%[activator]	4%	-10%	0%	-7%	22*
Cc1ccc(NC(=O)CN(C)S(=O)(=O)c2cccs2)c(Br)c1	84*	52%[activator]	0%	2%	-10%	-17%	36*
CCN(CC(=O)Nc1sc2c(c1C#N)CCCC2)Cc1nc2ccccc2c(=O)[nH]1	19	?	2%	1%	?	-2%	3
Cc1ccc(S(=O)(=O)c2c[nH]c3ccc(C)cc3c2=O)cc1	-6	4%	-1%	-7%	36%[activator]	12%	-3
COc1ccc(CC(=O)NCc2nnc(SCC(=O)Nc3nccs3)n2C)cc1	-6	3%	7%	-1%	52%[activator]	-3%	6
CN1CCN(C(=S)Nc2ccc(S(N)(=O)=O)cc2)CC1	-10	-10%[1.15 µM]	-25%	4%	9%	4%	-5
O=C(NC(=S)Nc1cccc([N+](=O)[O-])c1)c1ccco1	-10	56%[activator]	-5%	0%	8.3µM*	7%	6

Five compounds drawn at random from those above, as already listed:
SMILES	Shiga toxin inh	Pf growth 48h	TbPYK inhibitor	LmPK inhibitor	Pf growth 96h	HCV inh	CHX counter
Cc1cc(/C=C2\C(=O)NC(=O)N(c3ccccc3)C2=O)c(C)n1-c1ccc(C(=O)O)c(Cl)c1	-2	-5%	-13%	-4%	-4%	3%	1
COc1ccccc1OCC(=O)NNc1c2ccccc2nc2ccccc12	14	4.1µM*	3%	3%	2%	0.56µM*	5
c1ccc(CSc2nnc(-c3c[nH]c4ccccc34)o2)cc1	169*	42%[activator]	2%	11%	13%	-16%	48*
COc1ccc(NC(=O)c2ccccc2)cc1NS(=O)(=O)c1ccc(F)cc1	12	3%	-10%	-1%	-19%	4%	1
COc1ccc(N2C(=O)C3C(C2=O)C(C(=O)c2ccccc2)N2CCCC32)cc1 (configuration not stated)	19	0%	-24%	3%	?	-23%	2

Further records follow.
SMILES	Shiga toxin inh	Pf growth 48h	TbPYK inhibitor	LmPK inhibitor	Pf growth 96h	HCV inh	CHX counter
CC(C)CN1C(=S)SC(C)(C)C1n1oc(=O)n(-c2ccc(Cl)cc2)c1=O (configuration not stated)	6	nt	1%	-3%	?	?	15
CCS(=O)(=O)NCCc1csc(-c2ccccc2)n1	71*	67%[activator]	0%	-7%	0%	-10%	57*
Cc1ccc2c(c1)Cc1nc3ccccc3nc1-2	52	nt	?	18µM*	?	-9%	3
O=[N+]([O-])c1cc(C(F)(F)F)ccc1-n1nnc2ccccc21	-5	33%[activator]	-8%	-4%	-13%	4%	0
COc1ccc(CN(Cc2ccc(OC)cc2)S(=O)(=O)c2ccc(-n3cnnn3)c(C)c2)cc1	18	?	0%	1%	13µM*	?	-4
Nc1c(N(CCC2=CCCCC2)C(=O)COc2ccc(F)cc2)c(=O)[nH]c(=O)n1Cc1ccccc1	nt	?	-11%	nt	?	13µM*	nt
CCC1Oc2ccc(C)cc2N(CC(=O)N(Cc2ccc(C)o2)C2CCCC2)C1=O (configuration not stated)	13	?	?	7%	-39%	?	-3
Cc1cccc2c(C(=O)N3CCN(C(=O)c4ccco4)CC3)cc(-c3cccc(Br)c3)nc12	6	?	-9%	-1%	35%[activator]	?	2
Cc1ccc(S(=O)(=O)/N=C(\CN2CCOCC2)N2CCCC2)cc1	-5	-11%	-8%	-1%	nt	2%	-3
CCN(C(=O)c1cc2cc(OC)ccc2oc1=O)c1cccc(C)c1	-4	nt	-3%	-3%	?	0%	10
CCOC(=O)c1c(-c2ccccc2)oc2ccc(OCC(=O)NNC(=O)CCCC(=O)O)cc12	-4	-4%	2%	4%	12%	-1%	7
O=C1C2C3C=CC(c4ccccc4)(C2C(=O)N1c1cccc(Cl)c1)C1C(=O)N(c2cccc(Cl)c2)C(=O)C31 (configuration not stated)	-3	-15%	-4%	1%	-1%	10µM*	-1
CCc1nc2ccc(C)cc2c(C(=O)Oc2cccc3cccnc23)c1C	-10	?	nt	3%	-21%	?	5
Cc1ccc(C(NC(=O)N2CCOCC2)=C(Cl)Cl)cc1F	15	3%	2%	-4%	nt	10µM*	5
O=[N+]([O-])c1ccc(-c2ccc(C=Nc3cccc4ccccc34)o2)cc1	7	12%	-7%	6%	-28%	5%	7
Cc1ccc(S(=O)(=O)NC(C)C(=O)Nc2cccc([N+](=O)[O-])c2)cc1 (configuration not stated)	-2	?	2%	2%	4%	-9%	1
CCc1nn(CC(=O)NCCCN(C)Cc2ccccc2)c(=O)c2cc3sc(C)cc3n12	-5	-11%	1%	-1%	-24%	?	-3
O=C(CSc1nc(C2CC2)nc2ccccc12)Nc1cccc(O)c1	-5	18%	-1%	2%	?	0%	-1
O=C(Nc1ccncc1)c1ccccc1[N+](=O)[O-]	6	18%	3%	-1%	0%	-9%	-8
N#Cc1ccccc1Sc1ccccc1C(=O)OCC(=O)NC1CCS(=O)(=O)C1 (configuration not stated)	-2	10%	-10%	-5%	4%	-4%	0
CN(CCOc1ccc(-c2ccn(S(=O)(=O)c3ccc(Cl)cc3)n2)cc1)c1ccccn1	11	10µM*	-6%	-1%	10µM*	1.1µM*	7
CC1(C)CC(=O)c2c(O)cc(OCc3ccc(Br)cc3)cc2O1	70*	nt	6%	-3%	75%[activator]	-13%	49*
